HCMV inh: qHTS Assay for inhibitors of the human cytomegalovirus (HCMV). HFF cells, HCMV-luciferase reporter, 72 h; active compounds read low. activity change, negative = inhibition, % at 57.5 µM. 410,000 compounds, 4.5% hits. AID 1259415, 2018; in the data active means activity change below about -60%; inconclusive means no clear call, values can overlap the other calls; inactive means above about -39%
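Cell-based, HFFs, 1000 cells/well, 16 h 37C; cpds in DMSO + HCMV-luc, MOI 1 PFU/cell; 72 h 37C; OneGlo luminescence after 5 min RT; norm. to buffer vs Salinomycin 10uM.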
Sm TGR inh: qHTS Assay for the Inhibitors of Schistosoma Mansoni Peroxiredoxins; Schistosoma mansoni thioredoxin glutathione reductase (TGR), Q962Y6; purified TGR, DTNB reduction, TNB absorbance 405 nm; 360,000 compounds, 3% hits; Potency, µM (highest dose often 114 µM), for the others: top-dose activity change, negative = inhibition, most hits filed as inhibitors; further: potency means the concentration at half of the fitted maximal effect; nearly all actives have a fitted effect of over 60% in size
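TGR 20 nM + NADPH 100 uM (dispensed conc.), cpd preinc 15 min RT; start with NADPH (500 uM addition) then DTNB (15 mM addition). Kinetic TNB absorbance, 405 nm filter. Four-parameter Hill fit across titration.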
AmpC detergent: qHTS Inhibitors of AmpC Beta-Lactamase (assay with detergent) | P00811 | AmpC hydrolysis of nitrocefin, absorbance 480 nm, 0.01% Triton | Potency, µM (series often up to 114 µM), inactives show at the top dose activity change, negative = inhibition, hits mostly inhibitors | 370,000 compounds, 0.041% hits | AID 485294, 2010;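 further: potency means the concentration at half of the fitted maximal effect; 0% = no-compound wells and -100% = no-enzyme wells; nearly all actives have a fitted effect of over 25% in size; some results filed as inactive show a strong effect at the top dose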
Target sequence (P00811 whole entry, looked up): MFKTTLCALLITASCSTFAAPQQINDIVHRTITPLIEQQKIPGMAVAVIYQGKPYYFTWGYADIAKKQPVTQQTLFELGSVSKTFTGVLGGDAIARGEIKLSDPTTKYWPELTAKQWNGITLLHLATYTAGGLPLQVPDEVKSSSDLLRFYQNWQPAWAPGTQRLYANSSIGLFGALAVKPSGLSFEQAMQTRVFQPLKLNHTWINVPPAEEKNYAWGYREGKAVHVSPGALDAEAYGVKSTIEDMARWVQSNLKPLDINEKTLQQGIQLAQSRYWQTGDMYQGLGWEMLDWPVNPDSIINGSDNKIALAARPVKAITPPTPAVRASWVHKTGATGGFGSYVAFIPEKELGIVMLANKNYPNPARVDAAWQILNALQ
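AmpC (5.3 nM in the dispensed reagent) in 20 mM phosphate pH 7.0 with 0.01% (detergent screen) or 0.0001% Triton X-100 was preincubated with compounds for 15 min at room temperature. Nitrocefin was then added from an 800 uM solution, and hydrolysis was followed at 480 nm.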
FBPA Giardia inh: qHTS Assay for Inhibitors of Fructose-1,6-bisphosphate Aldolase from Giardia Lamblia; purified Giardia FBPA; Potency, µM (top dose mostly 59.6 µM), for the others: top-dose activity, negative = inhibition, actives largely listed as inhibitors; 290,000 compounds, 0.71% hits; AID 2451, 2010; further: potency means the concentration at half of the fitted maximal effect; nearly all actives have a fitted effect of over 55% in size
Target sequence (A8B2U2 whole entry, looked up): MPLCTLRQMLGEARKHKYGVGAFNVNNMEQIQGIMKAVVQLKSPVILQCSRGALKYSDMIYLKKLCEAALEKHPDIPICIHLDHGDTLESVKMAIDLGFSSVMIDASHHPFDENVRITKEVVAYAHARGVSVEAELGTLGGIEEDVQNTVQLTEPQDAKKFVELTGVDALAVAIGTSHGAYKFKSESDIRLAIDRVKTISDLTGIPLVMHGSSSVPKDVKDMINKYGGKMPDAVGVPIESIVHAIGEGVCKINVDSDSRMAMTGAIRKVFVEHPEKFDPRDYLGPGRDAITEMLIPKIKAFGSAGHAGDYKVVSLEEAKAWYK
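40 nM FBPA preincubated 10 min at RT with compound (up to 57.5 uM final), then substrate plus GAPDH/TPI/NAD/arsenate coupling and diaphorase/resazurin added. Fluorescence read after 20 min at RT, 525/598 nm.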
AMA1-RON2 inh: qHTS for Inhibitors of AMA1-RON; Towards Development of Antimalarial Drug Lead: Primary Screen. 360,000 compounds, 0.2% hits. Plasmodium falciparum AMA1 (3D7) - RON2 peptide interaction. AlphaScreen AMA1-biotinylated RON2 peptide binding. Potency, µM (titrated, usually from 58.2 µM), for the others: at the top dose activity change, negative = inhibition, actives largely listed as inhibitors. AID 720542, 2013;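 further: potency means the concentration at half of the fitted maximal effect; 0% = vehicle wells and -100% = peptide control; nearly all actives have a fitted effect of over 45% in size; some results filed as inactive show a strong effect at the top dose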
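AMA1 (3D7) with his tag at 25 nM final met compounds first, then biotinylated RON2 peptide at 25 nM; detection used donor plus acceptor beads, 10 µg/mL apiece, read by AlphaScreen after 30 min at room temperature.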
HCV inhibitor: qHTS Assay for Inhibitors of Hepatitis C Virus (HCV); Huh7.5.1 HCVcc-Cre infection, luciferase reporter, 44 h; Potency, µM (highest dose often 41.8 µM), without a hit: at the top dose activity change, negative = inhibition, usual class: inhibitors; 340,000 compounds, 3.4% hits; further: potency means the concentration at half of the fitted maximal effect
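Cells (1,000/well) were plated 4 h before compound, then infected with HCVcc-Cre virus (~0.5 moi). After 44 h further culture, infection was read as luciferase luminescence following a 15 min substrate incubation at room temperature.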
The depositor's hits bear a star; ? = inconclusive; . = not tested or not shown; & = joins results of further samples; [ ] = dose if it differs, or a comment. Unless noted, the call rests on the fitted dose curve; in most records, active means well fitted curve in the direction sought with a large enough effect; inconclusive means small, poorly fitted or top-dose-only effect, or another doubt; inactive means no such curve, though single readings can be large; an effect the other way counts as inactive or inconclusive. Unless noted, on the % scale 0 is the no-effect control and ±100 the full control effect. Outcome played no part in choosing rows. About 9.3% of those tested had a hit in this group.

SMILES	HCMV inh	Sm TGR inh	AmpC detergent	FBPA Giardia inh	AMA1-RON2 inh	HCV inhibitor
O=C(NNC(=O)c1c(O)c2ccccc2[nH]c1=O)c1ccccc1	19	2%	-2%	16%	19%	-5%[8.37 µM]
Cc1cc(C)n2nc(SCc3nnc(-c4ccc(F)cc4)o3)nc2n1	.	8%	-12%	-5%	.	.
COC(=O)c1sc(S(=O)(=O)NC(Cc2ccccc2)C(=O)O)c(C(=O)OC)c1C (centres undefined)	-6	?	1%	.	5%	16%
O=C(Cn1c(-c2cccs2)cc2ccccc21)N1CCN(c2ccc(Cl)cc2)CC1	14	-2%	14%	.	.	.
CCn1c(=N)n(CC(=O)c2ccc(OC)c(OC)c2)c2ccccc21	-26	8%	1%	0%	30%	-16%
O=C(/C=C/c1cccs1)N1CCC2(CC1)Oc1ccc(Cl)cc1C(=O)C21CC(c2ccccc2)=NO1 (centres undefined)	-24	2%	6%	0%	?	-16%
CCOc1ccc(-n2c(-c3ccc(OC)cc3)c[n+]3c2CCCCC3)cc1	-99*	-1%	?	3%	4%	7.9µM*
CC1Cn2c(nc(=O)c3c2NCN(CCc2ccccc2)C3)S1 (centres undefined)	-37	-4%	2%	-4%	-3%	-9%
CCc1ccc(NC(=O)Cn2c(=O)n(CCC(=O)NCCc3ccc(OC)c(OC)c3)c(=O)c3ccccc32)cc1	-1	-2%	5%	.	.	.
Nn1c(Nc2ccccc2)nc2ccccc2c1=O	2	23%[11.4 µM]	-7%	4%	1%	-18%
Cn1c(SC/C=C/c2ccccc2)nnc1-c1cnccn1	-38	-26%	0%	-6%	1%	10%
O=C1CCN(c2ccc([N+](=O)[O-])cc2F)CC1	55	40µM*	?	4%	-2%	-29%
COc1ccc(C(C(=O)NCc2ccc(F)cc2)N(C(=O)c2csnn2)C2CC2)cc1 (centres undefined)	-3	3%	-1%	-1%	-9%	15%
Cc1csc(N2CCCC2c2nc3cc(C(F)(F)F)ccc3n2CCOCCO)n1 (centres undefined)	-9	.	.	.	-6%	7%
CC(C)Cn1c(O)c2ccc(C(=O)N=NC(=O)c3cccnc3)cc2c1O	57	0%	?	7%	20%	22%
CCN(CC)CC(C(=O)N(CC)CC)P(=O)(c1ccccc1)c1ccccc1 (centres undefined)	-19	-15%	-7%	2%	6%	7%
CCOC(=O)Nc1ccc2c(c1)N(CCCN(C)C)c1ccccc1CC2	-15	10%	-1%	?	-1%	?
COc1cccc(-c2sc3ccc(OC)cc3c2-c2cc(F)cc(OC)c2)c1	6	-5%	-3%	.	1%	8%
Cc1ccc(NC(=O)CN2C(=O)C3(SCC(=O)N3c3ccc(F)c(F)c3)c3ccccc32)c(C)c1 (centres undefined)	-31	1%	9%	.	.	.
O=C(CSc1nc2ccsc2c(=O)n1Cc1ccccc1F)NCc1ccccc1	8	-1%	-3%	.	.	.
Cc1ccsc1CN(C)CC(=O)Nc1ccccc1C(=O)NC1CC1	3	.	.	.	31%[activator]	?
Cc1cccc(C)c1NC(=O)CN(C)C(=O)c1ccccc1C(=O)N(C)Cc1ccccc1	10	-12%	-4%	12%	4%	-7%
O=[N+]([O-])c1cc(/C=N/O)ccc1N1CCCC1	?	11%	4%	-4%	-6%	?
COc1ccc(CN2[C@@H](CC(C)=O)c3ccc(/C=C/C(C)=O)cc3S2(=O)=O)cc1	34	.	.	.	-1%	?
CC(=O)NC(Cc1ccc(F)cc1)C(=O)O (centres undefined)	106	2%	-11%	3%	-2%	7%
(listing goes on)
SMILES	HCMV inh	Sm TGR inh	AmpC detergent	FBPA Giardia inh	AMA1-RON2 inh	HCV inhibitor
O=C(NCC(=O)N(c1cnc2ccccc2c1)C(C(=O)NC1CCCC1)c1ccncc1)c1ccco1 (centres undefined)	-30	-19%	?	12%	11%	3%&11%
CSCCC(NC(=O)c1ccccc1Cl)C(=O)NCCc1ccccn1 (centres undefined)	0	.	.	.	-1%	-1%
CO[C@@]1(NC(=O)C2SC(=C(C(N)=O)C(=O)O)S2)C(=O)N2C(C(=O)O)=C(CSc3nnnn3C)CS[C@@H]21 (some centres undefined)	25	40µM*	18µM*	.	8%	6%
CCNC(=S)N1CCN(CC)CC1	57	7%	1%	?	-29%	6%
O=C(Cc1ccccc1)CC1(O)C(=O)Nc2ccccc21 (centres undefined)	36	-11%	-7%	3%	3%	10%
COCC(C)NC(=O)c1ccc2nc(-c3ccccc3)c(-c3ccccc3)nc2c1 (centres undefined)	37	-7%	-1%	11%	-17%	?
Cc1cc(O)c(N=Cc2cc3c(cc2[N+](=O)[O-])OCO3)cc1C	-18	.	.	.	3%	-3%
O=C(COC(=O)CCC1CCCC1)Nc1ccc(F)cc1Cl	5	4%	-14%	.	14%	?
CCOc1cc(C=O)ccc1O	20	.	.	.	9%	12%
Cc1cc(C)n2nc(C(=O)NNC(=O)c3ccccc3)nc2n1	19	1%	-2%	?	93%[activator]	28%
CCN1CCN(CC(=O)Nc2ccc3c(c2)OCCO3)C(=O)C1=O	17	-1%	?	-1%	15%	8%
O=C(NC(=S)N1CCOCC1)c1cc2ccccc2o1	-5	0%	4%	?	45%[activator]	21%
O=C(CN1C(=O)COc2ccc(Cl)cc21)NC1CC1	75	-32%	-7%	.	13%	2%
CCC12CN3CC(C)(CN(C1)C3c1c[nH]c3ccccc13)C2=O (centres undefined)	-3	-3%	19%	.	.	.
COc1ccc(-c2ccc3c(c2)S(=O)(=O)c2cccc(C(=O)N4CCN(c5ccc(Cl)cn5)CC4)c2C3=O)cc1OC	-4	.	.	.	-4%	?
COc1ccc(-n2c(SCC(=O)Nc3ccccc3C)nc(O)c(Cc3ccccc3)c2=O)cc1	7	-28%	-14%	.	-2%	8%
NS(=O)(=O)c1ccc(CCNC(=O)Cc2ccc(S(=O)(=O)N3CCOCC3)s2)cc1	1	4%	-10%	.	-11%	-7%
CC(C)=Nc1ccccc1C1COC(=O)C1=N (centres undefined)	76	3%	0%	-2%	-1%	21%
COc1ccc2cc3c(N)nn(C(=O)c4ccc(F)cc4)c3nc2c1	-87*	-11%	-8%	3%	0%	-18%
Oc1ccc(C[C@@H]2CNCCN2CCC23CC4CC(CC(C4)C2)C3)cc1	-87*	-12%	-6%	.	0%	?
COc1ccc(F)c(C2C(C#N)=C(N)Oc3n[nH]c(C(C)(C)C)c32)c1 (centres undefined)	18	19%	-3%	0%	14%	2%
O=C(NNC(=O)c1ccc(Cl)c([N+](=O)[O-])c1)c1ccncc1	-14	-18%	2%	-8%	56%[activator]	25%
O=C(C1CCCN(S(=O)(=O)c2ccc(F)cc2)C1)N1CCCC1 (centres undefined)	-3	8%	-1%	-2%	4%	3%
O=C(NCc1ccncc1)c1ccc(NS(=O)(=O)c2ccc(F)cc2)cc1	1	0%	9%	.	2%	2%
CCc1cc2c(-c3ccccc3)cc(=O)oc2cc1OCC(C)=O	16	-13%	-17%	5%	34%[activator]	?

A second format for part of the listing above:
> Cc1cc(O)c(N=Cc2cc3c(cc2[N+](=O)[O-])OCO3)cc1C
  HCMV inh = -18
  Sm TGR inh = .
  AmpC detergent = .
  FBPA Giardia inh = .
  AMA1-RON2 inh = 3%
  HCV inhibitor = -3%
> O=C(COC(=O)CCC1CCCC1)Nc1ccc(F)cc1Cl
  HCMV inh = 5
  Sm TGR inh = 4%
  AmpC detergent = -14%
  FBPA Giardia inh = .
  AMA1-RON2 inh = 14%
  HCV inhibitor = ?
> CCOc1cc(C=O)ccc1O
  HCMV inh = 20
  Sm TGR inh = .
  AmpC detergent = .
  FBPA Giardia inh = .
  AMA1-RON2 inh = 9%
  HCV inhibitor = 12%
> Cc1cc(C)n2nc(C(=O)NNC(=O)c3ccccc3)nc2n1
  HCMV inh = 19
  Sm TGR inh = 1%
  AmpC detergent = -2%
  FBPA Giardia inh = ?
  AMA1-RON2 inh = 93%[activator]
  HCV inhibitor = 28%

Additional results.
SMILES	HCMV inh	Sm TGR inh	AmpC detergent	FBPA Giardia inh	AMA1-RON2 inh	HCV inhibitor
Cc1ccc(P(=O)(CC(=O)O)c2ccc(C)cc2)cc1	8	4%	?	10%	?	13%
CC(C)C(=O)NCc1cc(-c2ccc(Cl)cc2)no1	-12	-4%	-9%	1%	18%	3%
C=Cn1ccnc1P(=S)(c1nccn1C=C)c1nccn1C=C	-18	16%	-13%	-22%	-4%	12%
O=C(O)CCC(=O)N1CCN(c2cccc(Cl)c2)CC1	21	?	6%	1%	0%	4%
COc1ccccc1Cn1c(CNS(=O)(=O)c2ccc(C(C)C)cc2)nc2cccnc21	16	-8%	-1%	.	.	.
CCOC(=O)c1c(CC(C)C)csc1NC(=O)CCl	8	-32%	0%	-3%	1%	-2%
CCOC(=O)c1cc(CC)sc1NC(=O)COC(=O)c1ccccn1	-6	-1%	?	.	9%	?
COCCN(Cc1nnc(-c2cccs2)o1)C(=O)CN1C(=O)NC2(CCCCC2)C1=O	-5	.	.	.	39%[activator]	13%
CCOc1ccc(C2/C(=C(/O)c3ccc(S(=O)(=O)N4CCCCC4)cc3)C(=O)C(=O)N2CCCOC)cc1OC (centres undefined)	-5	1%	0%	2%	-10%	0%
CCC1=NN2C(=N)/C(=C/c3ccc(OS(=O)(=O)c4ccccc4)cc3)C(=O)N=C2S1	.	-4%	-9%	-1%	123%[activator]	0%
CCc1ccc(NC(=O)N2CCc3ccccc3C2)cc1	165	2%	2%	5%	10%	?
Cc1ccc2[nH]c(=O)c(CN(Cc3cccnc3)Cc3nnnn3CCN3CCOCC3)cc2c1	6	?	?	0%	-4%	3%
COC(=O)CSc1nnc(-c2cccnc2)n1-c1cccc(OC)c1	-29	0%	-13%	-1%	0%	7%
O=C(OCC(=O)N1CCN(c2ccccc2)CC1)c1ccccn1	14	-10%	-4%	3%	17%	3%
COc1ccc(Cl)cc1NC(=O)c1ccoc1C	26	-9%	0%	-2%	-1%	5.6µM*
Cc1ccc(N2CC(NC(=O)c3ccco3)CC2=O)cc1 (centres undefined)	-21	14%	1%	.	.	.
CCCN1CCC(=O)N([C@H](CSc2ccc(C)cc2)Cc2ccccc2)CC1	-6	?	1%	3%	-12%	-3%
O=C1C=C(c2cccc(Cl)c2)C[C@@H](c2ccc3c(c2)OCO3)C1	-17	6%	7%	.	-18%	?
COc1ccc(C(=O)COC(=O)c2ccccn2)c(OC)c1	-21	.	.	.	22%	8%
CC1(C2CC2)NC(=O)N(CC(=O)Nc2cc(S(=O)(=O)N3CCCCC3)ccc2Cl)C1=O (centres undefined)	-17	-10%	4%	.	0%	2%
CCOC(=O)c1sc2nc(C)nc(NC3CCC(O)CC3)c2c1C (centres undefined)	16	-2%	?	-1%	26%	-3%
CCOc1ccc(NC(=O)c2c(NC(=O)CN3CCN(C)CC3)sc3c2CCC3)cc1	116	-10%	-9%	-2%	.	.
Cc1ccc(CN2CCN(Cc3c[nH]c4ccccc34)CC2CCO)o1 (centres undefined)	0	-29%	6%	1%	-8%	8%
C=Cn1cc[n+](CC(=O)C(C)(C)C)c1	-17	-8%	-5%	-1%	-1%	7%

Source: PubChem BioAssay
